Compound activity (PubChem)
RXFP1 ag = RXFP1 (human) receptor agonism; Q9HBX9; HEK293T-RXFP1 cAMP TR-FRET, 30 min; response scale: percent of porcine relaxin response, buffer zero; Potency, µM (top dose mostly 57.5 µM), for inactives: at the highest dose activation, hits mostly activators; hit rate 0.3% among 370,000; AID 2676; note: potency is the fitted concentration of half-maximal effect; % is set by controls: 0 for no effect and ±100 for the full control effect; nearly all actives have a fitted effect of over 60% in size; many of its hits are not listed in these tables
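Agonist response is measured as cAMP accumulation in an RXFP1-transfected HEK293T line under PDE4 inhibition. Values are scaled between buffer-only and 29 nM porcine relaxin, and EC50s come from standard Hill equation fits.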
Vif-A3G inh = blocks the Vif interaction with human APOBEC3G; Q9HC16; HeLa A3G-eYFP + Vif (tagged APOBEC3G with the HIV-1 protein that degrades it), YFP fluorescence, overnight; AID 602310; Potency, µM (doses to about 46.1 µM), without a hit: at the highest dose activity, negative = active, actives largely listed as inhibitors; hit rate 0.076% among 410,000;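 note: potency is the fitted concentration of half-maximal effect; % is set by controls: 0 for no effect and ±100 for the full control effect; nearly all actives have a fitted effect of over 60% in size; hits raise eYFP signal because A3G escapes Vif-driven loss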
Target sequence (Q9HC16 whole entry, looked up): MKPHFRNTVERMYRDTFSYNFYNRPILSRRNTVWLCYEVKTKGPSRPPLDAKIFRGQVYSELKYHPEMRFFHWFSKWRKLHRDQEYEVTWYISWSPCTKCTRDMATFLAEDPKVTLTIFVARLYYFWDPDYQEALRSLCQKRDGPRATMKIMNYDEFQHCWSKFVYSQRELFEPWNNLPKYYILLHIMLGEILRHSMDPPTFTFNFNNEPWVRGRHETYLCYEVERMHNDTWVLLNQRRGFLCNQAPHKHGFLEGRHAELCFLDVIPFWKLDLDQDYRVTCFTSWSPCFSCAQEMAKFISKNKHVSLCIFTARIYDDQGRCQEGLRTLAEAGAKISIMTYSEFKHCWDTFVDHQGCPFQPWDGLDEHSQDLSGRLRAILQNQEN
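HeLa cells stably expressing Vif and C-terminally eYFP-tagged A3G, seeded overnight at 37 deg C, then exposed to compound by pintool overnight at 37 deg C. Rise in yellow fluorescence (Ex 488/Em 500-530, Acumen) marks blocked Vif-driven A3G degradation.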
D1 ag = agonists of human D1 dopamine receptor; hit rate 1% among 360,000; HEK293 T-REx D1 cells, calcium flux, agonist mode; AID 504660; activation, % at 2 µM; in the data active = activation above about 30%; note: 0% is about no effect
Target sequence (P21728 whole entry, looked up): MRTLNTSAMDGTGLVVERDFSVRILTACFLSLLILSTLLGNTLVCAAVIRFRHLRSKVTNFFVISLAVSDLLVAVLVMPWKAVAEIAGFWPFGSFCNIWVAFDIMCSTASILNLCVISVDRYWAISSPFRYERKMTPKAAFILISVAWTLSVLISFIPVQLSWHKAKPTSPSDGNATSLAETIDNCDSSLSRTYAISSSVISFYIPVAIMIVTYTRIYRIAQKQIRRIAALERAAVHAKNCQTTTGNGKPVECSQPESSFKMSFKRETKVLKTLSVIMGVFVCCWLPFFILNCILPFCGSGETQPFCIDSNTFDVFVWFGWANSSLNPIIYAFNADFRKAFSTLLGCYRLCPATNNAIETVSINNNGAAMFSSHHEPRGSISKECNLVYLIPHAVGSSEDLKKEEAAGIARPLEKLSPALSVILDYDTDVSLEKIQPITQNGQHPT
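Agonism was scored from calcium flux recorded over 180 s (1 read/s) after pintool compound addition, following a 10-cycle baseline. Cells were inducible force-coupled HEK293 TREx D1, plated overnight at 30 C and loaded with no-wash calcium dye.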
Vif-A3F inh = blocks the Vif interaction with APOBEC3F | HeLa A3F-eYFP + Vif (tagged APOBEC3F with the HIV-1 protein that degrades it), YFP fluorescence increase | Potency, µM (titrated, usually from 46.1 µM), without a hit: top-dose activity, negative = active | hit rate 0.2% among 390,000; note: potency is the fitted concentration of half-maximal effect; % of control where 0% means no effect; nearly all actives have a fitted effect of over 65% in size
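HeLa cells stably expressing Vif plus C-terminally eYFP-tagged A3F were seeded, incubated overnight at 37 deg C, dosed with compound, incubated overnight again at 37 deg C. Yellow fluorescence (Ex 488/Em 500-530) reported blocked Vif-mediated A3F-eYFP degradation.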
D2 PAM = positively modulates the human D2 dopamine receptor allosterically. P14416. HEK293 T-REx D2, calcium flux, EC20 dopamine potentiation. potentiation, % at 10 µM. hit rate 0.34% among 340,000. AID 485347;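 active = potentiation over 3 SD above the plate norm, cut at about 30% in these data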; note: 0% is about no effect
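Tetracycline-induced HEK293 T-REx cells force-coupled to calcium signalling expressed D2; compounds were pin-added after a 10 s baseline, read kinetically 180 s, then an EC20 dopamine challenge followed with a further 180 s calcium read.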
D1 antag = human D1 dopamine receptor antagonism | HEK293 TREx D1 cells, calcium flux, dopamine EC80; active compounds read low | P21728 | activity change, negative = inhibition, % at 10 µM | hit rate 3.2% among 360,000 | AID 504652; in the data active = activity change below about -30%; note: % is set by controls: 0 for no effect and ±100 for the full control effect
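After overnight tetracycline induction at 30 C, force-coupled D1 HEK293 cells took up a no-wash calcium dye at room temperature. Compounds were added and monitored 180 s, and the response to EC80 dopamine was then recorded.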
LDHA inh = LDHA (human) enzyme inhibition; purified LDHA, NADH/diaphorase-resazurin fluorescence; active compounds read low; activity change, % (values are at about 110 or 230 µM); hit rate 0.15% among 480,000; P00338; in the data active = activity change below about -30%; inconclusive = mostly about -25% to -30%;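 note: plate controls were DMSO wells for no effect and wells without enzyme for full effect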
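Human LDH5 at 2 nM final in Tris HCl pH 7.4 with 0.06 mM NADH and 0.2 mM pyruvate, reacted 5 minutes at room temperature. Remaining NADH coupled via diaphorase/resazurin; resorufin fluorescence read at 0 and 20 minutes, normalized to enzyme-free and DMSO wells.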
D1 potentiator = human D1 dopamine receptor positive modulation; potentiation, % at 10 µM; AID 504651; hit rate 0.036% among 360,000; HEK293 TREx D1 cells, calcium flux, dopamine EC20 potentiation; in the data active = potentiation above about 30%; note: 0% is about no effect
GRP78 ERSR act = ER stress response induction in glioma; AID 602332; Potency, µM, without a hit: top-dose activation, actives largely listed as activators; hit rate 0.02% among 420,000; U87-MG GRP78 promoter luciferase reporter, 16 h; note: potency is the fitted concentration of half-maximal effect; series mostly up to about 76 µM; % of control where 0% means no effect; nearly all actives have a fitted effect of over 35% in size
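Stably transfected U87-MG human glioma cells carrying a GRP78-based luminescent sensor were seeded at 1000 cells/well, pin-dosed with compounds and incubated 16 h. Luciferase reagent was then added, and end-point luminescence was read after 10 min at room temperature.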
Active calls of the source: *; ? = inconclusive; . = no result given; & = joins results of further samples. Unless noted, calls come from the whole dose curve; as a rule, active = well fitted curve in the direction sought with a large enough effect; inconclusive = small, poorly fitted or top-dose-only effect, or another doubt; inactive = no such curve, though single readings can be large; an effect the other way counts as inactive or inconclusive. These rows are one share of the data; rates above refer to the full screens.

SMILES,Vif-A3G inh,D1 antag,RXFP1 ag,D1 ag,D2 PAM,GRP78 ERSR act,D1 potentiator,Vif-A3F inh,LDHA inh
O=C(Nc1nccs1)c1ccc(NC(=O)c2ccco2)cc1,-7.0%,-15.8,-0.9%,1.0,-3.9,0.5%,-3.2,0.4%,-0.5
COc1ccc(CNc2nc3ccccc3c3nc(-c4ccccc4)nn23)cc1,-2.4%,13.2,-1.3%,3.4,6.5,-1.5%,2.4,-6.7%,-10.3
O=[N+]([O-])c1ccc(Cl)c(S(=O)(=O)Nc2ccc(-c3ccc(N4CCOCC4)nn3)cc2)c1,-3.8%,14.4,0.7%,1.3,-9.0,1.9%,-4.5,-8.6%,-1.7
CCOP(=O)(OCC)c1nc(-c2ccccc2Cl)oc1N1CCOCC1,1.4%,5.4,0.1%,-0.1,3.6,-4.1%,-1.6,-1.6%,-1.9
COc1cc(C(=O)NCCc2cc3c(OC)ccc(OC)c3[nH]c2=O)cc(OC)c1OC,0.5%,14.7,-0.9%,-4.1,-5.5,-0.5%,0.6,-8.5%,3.6
C/C(=N\NC(=O)c1c(Br)c(C)nn1C)c1cccc(NC(=O)c2ccccc2C)c1,0.2%,-16.7,0.5%,2.5,2.8,0.3%,-7.2,7.4%,-8.3
COc1ccccc1CNC(=O)N1CCN(c2ccccc2C)CC1,-2.1%,-22.1,-0.7%,3.5,10.4,-2.5%,-8.8,5.1%,0.6
CCOc1ccc(CCNC(=O)CCNS(=O)(=O)c2ccc(Br)cc2)cc1OCC,-4.5%,0.9,-0.8%,1.2,-10.7,-1.3%,-0.9,5.2%,-1.5
COc1ccc(C2/C(=C(/O)c3ccc(C)cc3)C(=O)C(=O)N2CC2CCCO2)cc1OC (centres undefined),0.3%,-3.7,1.7%,1.7,6.6,-1.7%,1.9,-16.2%,-2.3
Cc1cc(F)ccc1NC(=O)CS(=O)(=O)c1cccc2nsnc12,-2.0%,0.8,0.1%,2.3,-7.8,-2.6%,6.8,-4.4%,-1.7

2 entries from above, reformatted:
CCOc1ccc(CCNC(=O)CCNS(=O)(=O)c2ccc(Br)cc2)cc1OCC
  Vif-A3G inh: -4.5% | D1 antag: 0.9 | RXFP1 ag: -0.8% | D1 ag: 1.2 | D2 PAM: -10.7 | GRP78 ERSR act: -1.3% | D1 potentiator: -0.9 | Vif-A3F inh: 5.2% | LDHA inh: -1.5

COc1ccc(C2/C(=C(/O)c3ccc(C)cc3)C(=O)C(=O)N2CC2CCCO2)cc1OC (centres undefined)
  Vif-A3G inh: 0.3% | D1 antag: -3.7 | RXFP1 ag: 1.7% | D1 ag: 1.7 | D2 PAM: 6.6 | GRP78 ERSR act: -1.7% | D1 potentiator: 1.9 | Vif-A3F inh: -16.2% | LDHA inh: -2.3

Next part.
SMILES,Vif-A3G inh,D1 antag,RXFP1 ag,D1 ag,D2 PAM,GRP78 ERSR act,D1 potentiator,Vif-A3F inh,LDHA inh
COc1ccc(OC)c2sc(N3CCc4ccccc4C3)nc12,-5.8%,6.6,0.3%,1.6,2.9,4.3%,0.2,-2.1%,-5.3
CC1C(=O)N(Cc2ccc([N+](=O)[O-])cc2)c2ccccc2N1C(=O)C1CC1 (centres undefined),2.5%,3.3,4.3%,-0.2,-7.7,-1.0%,-5.0,5.4%,-3.5
O=C(Nc1cccc(NC(=O)c2ccccc2)n1)c1ccccc1,-1.4%,-22.3,-1.7%,3.1,10.7,3.4%,-1.9,-12.9%,-13.4
Cc1ccc(N2CCCn3c2nc2c3c(=O)n(CCN3CCOCC3)c(=O)n2C)cc1,.,3.2,-0.3%,1.2,-6.6,.,-1.0,.,.
O=C(Cc1ccccc1)NCCSCc1ccc(Cl)cc1,5.5%,-22.1,-5.3%,3.3,-6.1,-1.3%,1.4,10.8%,-2.2
Cn1nnnc1SCSc1nnnn1C,-0.3%,2.3,1.3%,2.7,-6.0,-4.9%,3.2,.,-7.9
CCCCC(C(=O)O)C(C)CC(=O)Nc1cccc(C(=O)O)c1 (centres undefined),2.2%,-21.2,-0.7%,0.3,1.3,-2.8%,-1.5,-2.1%,1.6
Cc1ccc(S(=O)(=O)/N=C(\Nc2cc(C)on2)c2ccc(Cl)cc2)cc1,-5.4%,-7.9,-1.1%,1.9,-4.3,-2.1%,-0.7,-0.2%,-1.1
Cc1ccc(N(C(=O)CCC(=O)Nc2ccccn2)C(C(=O)NC(C)C)c2ccc(F)cc2)cc1 (centres undefined),1.8%,-3.2,-0.5%,0.4,0.9,-6.2%,-6.5,-3.6%,-2.1
O=C(Nc1ccon1)c1ccccc1F,1.4%,0.1,1.9%,1.0,1.6,-0.5%,-8.8,-0.1%,3.8
COc1cccc(-c2cc(C(=O)Nc3c(C)nn(Cc4ccccc4Cl)c3C)no2)c1,-6.2%,1.4,-0.1%,8.6,3.9,-0.8%,-1.4,1.1%,-4.1
O=C(O)C1CSC(c2ccncc2)N1 (centres undefined),1.0%,1.1,1.0%,-0.5,7.2,3.0%,-3.9,-15.7%,1.8
O=C(O)[C@@H]1CSC2(CCSC2)N1 (some centres undefined),.,-10.0,-0.7%,2.8,1.0,.,6.0,.,.
O=C(/C=C/c1ccccc1)CC(=O)c1ccccc1,-15.7%,.,.,.,.,5.0%,.,?,-1.4
S=c1[nH]nc(Cc2cccc3ccccc23)n1-c1ccccc1,1.1%,7.6,0.4%,2.0,1.2,-2.5%,-3.6,6.8%,-3.3
CCC(C)NCCOCCOc1ccc(Br)cc1C (centres undefined),0.0%,-16.3,-0.5%,28.9,-27.9,-5.5%,-3.0,-4.7%,-11.4
COC(=O)C1=C(c2ccccc2)c2ccccc2S(=O)(=O)N1CC(=O)Nc1ccc(F)c(F)c1,-13.6%,-5.4,5.0%,6.4,13.2,-2.1%,-0.7,2.8%,2.2&-7.0
O=C(CCS(=O)(=O)c1ccc2c(c1)NC(=O)CO2)NCCc1ccc(Cl)cc1,2.8%,-14.5,0.9%,1.0,-5.3,-1.6%,-3.4,0.5%,-1.4&-4.0
Nc1nnc(SCC(=O)OCC(=O)NC23CC4CC(CC(C4)C2)C3)s1,-0.9%,-1.2,-1.1%,3.8,0.6,0.7%,-2.4,-10.6%,-4.4
Cc1ccc(NC(=O)CN(C)C(=O)COC(=O)CNS(=O)(=O)c2ccc(Br)cc2Cl)cc1,0.3%,-33.8*,2.2%,6.9,2.6,-2.0%,-14.2,6.4%,-2.3
CSc1ccc(C2N=C(c3ccccc3)NO2)cc1 (centres undefined),?,-4.9,-1.9%,2.8,-5.6,-4.6%,-7.0,-16.8%,13.8
COc1ccc(C(=O)Nc2c(Cl)cc(Cl)cc2C(=O)N2CCOCC2)cc1,-0.4%,1.0,0.5%,0.4,0.6,-5.5%,-1.4,-0.1%,1.0
CCCCNc1cc(=O)oc2ccccc12,1.7%,-22.9,-3.4%,4.0,-4.3,-6.5%,-8.2,-2.0%,-7.0
CCOc1ccccc1N(C)C(=O)c1cn(CC)c(=O)c2cc(OC)c(OC)cc12,2.8%,-0.8,-0.1%,-0.3,4.9,-3.4%,3.5,2.7%,-4.8
NS(=O)(=O)c1cccc(NC(=O)COc2ncnc3c2cnn3-c2ccccc2)c1,0.1%,.,0.7%,-0.3,-1.5,-1.1%,-5.5,-9.2%,-4.1
COCc1c(C(=O)OCc2nnc(-c3ccc([N+](=O)[O-])cc3)o2)oc2ccccc12,-1.2%,.,.,.,.,3.6%,.,17.7%,-0.8
Nc1nc(Nc2ccc(Cl)cc2)c(NC=O)c(=O)[nH]1,-0.5%,.,.,.,.,-3.8%,.,-4.7%,-7.5
COc1ccc(NC(=O)CCCc2ccc(OC)c(C)c2)cc1,-0.2%,4.6,-2.1%,2.6,14.9,2.9%,1.6,-13.3%,-1.1
CCOC(=O)C1=C(C)NC(=S)NC1c1ccsc1 (centres undefined),0.9%,.,4.3%,-1.2,7.2,-2.5%,-1.9,-7.9%,-2.3
O=C(Nc1cccc2c1CCCC2)c1ccccc1Br,1.5%,-8.6,-0.3%,1.3,2.1,-3.3%,-13.8,6.0%,-8.0
O=C(COc1ccc2c3c(c(=O)oc2c1)CCCC3)NCc1ccccn1,0.0%,-4.7,2.3%,2.6,2.5,-1.4%,-0.6,5.0%,-4.0
C(#Cc1ccc(C#CCN2CCOCC2)cc1)CN1CCOCC1,0.3%,3.0,-0.5%,5.5,-9.1,-2.4%,-0.7,-7.0%,-14.1
COc1ccc(OC)c(C(=O)c2ccc(Cl)cc2)c1,-6.0%,-0.8,2.2%,-0.3,14.5,-1.5%,-0.1,-0.8%,-5.6
CCn1cc(CNC(=O)c2cccc([N+](=O)[O-])c2)c(C)n1,-0.2%,-0.4,0.0%,4.4,3.5,-4.6%,-2.1,-0.5%,-9.4
Nc1ccc(CCS(N)(=O)=O)cc1,-1.5%,-5.1,0.3%,2.2,-4.7,-3.3%,-4.8,-0.2%,-7.0
NC1(C(=O)O)CCCCC1c1ccccc1 (centres undefined),-0.7%,.,.,.,.,-3.5%,.,-5.1%,-1.0
COC(=O)/C(=N\OCc1ccc(C#N)cc1)c1c(C)nn(C)c1C,-4.1%,-12.7,-0.6%,1.7,5.7,0.4%,-5.2,10.5%,-4.6
CC(C)[Si]1(C(C)C)OCC2OC(n3cnc4c(N)ncnc43)C(N)C2O[Si](C(C)C)(C(C)C)O1 (centres undefined),-3.1%,.,.,.,.,-4.4%,.,-11.9%,2.7

Shown as a hit in D1 antag (from the list above):
SMILES | D1 antag | RXFP1 ag | D1 ag | D2 PAM | D1 potentiator
Cc1ccc(NC(=O)CN(C)C(=O)COC(=O)CNS(=O)(=O)c2ccc(Br)cc2Cl)cc1 | -33.8* | 2.2% | 6.9 | 2.6 | -14.2
